# GPR55 activation: GPR55 agonists via beta-arrestin recruitment, primary screen, imaging, U2OS cells, beta-arrestin-GFP redistribution (AID 1961); activation, % at 10 µM, or EC50 in µM where a hit was titrated; U2OS GPR55 beta-arrestin-GFP redistribution imaging; higher % means a stronger effect; 0.048% of 290,000 active;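 active = activation above 40% with more than 50 cells counted in the well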;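 also: U2OS osteosarcoma cells stably expressing GPR55 and beta-arrestin-GFP; plate controls were DMSO negative control for no effect and LPI positive control for full effect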
# KOR beta-arrestin-1: KOR antagonists, beta-arrestin recruitment, cell-based, luminescence, uHTS (AID 1778); inhibition, % at 10 µM, or IC50 in µM where a hit was titrated; KOR beta-arrestin recruitment, luminescence, antagonist mode; higher % means a stronger effect; 0.091% of 290,000 active; in the data active = inhibition above about 50%; also: strong numbers were not always called active
# T cell HTS: T cell immune modulators affecting CD8 T cell-vesicle binding; 2C CD8+ T cell-vesicle binding, flow cytometry; stronger effect = lower value; calls only at 7 µM; 0.068% of 330,000 active;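 active = response, share of CD8 T cells binding vesicles, and their 90th percentile fluorescence all below set limits, cut at about 80% in these data, passing the limit was not always enough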
#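 Material: 2C TCR transgenic mouse naive CD8+ T cells, MACS-purified. Also added: QL9-charged Drosophila Ld/ICAM-1/B7-1 vesicles. Timing: binding 1.5 h at 37 °C. Measured by: high-throughput flow cytometry with anti-B7-1 and anti-CD8 staining. Read-out: percent CD8+ FL2 mean versus row control. Controls: Unloaded micro-vesicles (low), QL9 vesicles with 0.7% DMSO (high).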
# KOR beta-arrestin-2: kappa opioid receptor activators – cell-based, luminescence, uHTS, primary screen (AID 1777). KOR beta-arrestin recruitment, luminescence; higher % means a stronger effect. activation, % at 10 µM, or EC50 in µM where a hit was titrated. 0.02% of 280,000 active; in the data active = activation above about 50%, passing the limit was not always enough; also: a part of the inactive calls stands beside numbers as strong as those of hits
# GPR35 antagonists: GPR35 antagonists blocking zaprinast-driven arrestin recruitment, primary screen, imaging, U2OS, beta-arrestin-GFP, zaprinast agonist (AID 2058); U2OS GPR35 beta-arrestin-GFP translocation imaging, zaprinast antagonism; higher % means a stronger effect; inhibition, % at 10 µM; hits with a dose series show IC50 in µM; 0.052% of 290,000 active;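 active = inhibition of at least 50% with at least 30 cells and total cytoplasm GFP at most 10,000,000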
# West Nile virus CPE: inhibition of WNV-induced cytopathic effect – cell-based, CPE readout (AID 1621); West Nile virus-infected cells, CPE inhibition; higher % means a stronger effect; CPE inhibition, % at 10 µM, or IC50 in µM where a hit was titrated; 0.02% of 290,000 active; in the data active = a potency from the dose series; also: strong numbers were not always called active
# NTR1 ag: agonists of NTR1, primary screen, imaging, U2OS cells, beta-arrestin-GFP, high content (AID 493036). 0.17% of 330,000 active. activation, % at 20 µM. NTR1-U2OS beta-arrestin-GFP spot imaging, agonist mode;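 active = activation at or above 40% of the spot to cytoplasm intensity ratio, with at least 20 cells analyzed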;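 also: 0% = DMSO without peptide and 100% = 100 nM NTR1 peptide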
# Target sequence (P30989 whole entry, looked up): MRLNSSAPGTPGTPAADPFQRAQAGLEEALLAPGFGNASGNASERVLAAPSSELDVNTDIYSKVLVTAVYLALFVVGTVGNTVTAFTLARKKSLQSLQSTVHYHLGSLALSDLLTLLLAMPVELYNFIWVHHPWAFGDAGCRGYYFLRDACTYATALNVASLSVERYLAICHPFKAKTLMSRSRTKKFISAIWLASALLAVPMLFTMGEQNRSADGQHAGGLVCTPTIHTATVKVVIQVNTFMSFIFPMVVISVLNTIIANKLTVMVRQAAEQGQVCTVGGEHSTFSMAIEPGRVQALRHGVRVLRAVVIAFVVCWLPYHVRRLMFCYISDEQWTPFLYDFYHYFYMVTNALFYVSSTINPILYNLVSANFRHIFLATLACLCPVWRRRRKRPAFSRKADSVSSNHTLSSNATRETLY
# GPR55 LPI antagonism: GPR55 antagonists blocking LPI-driven arrestin recruitment, primary screen, imaging, U2OS, beta-arrestin-GFP, LPI agonist (AID 2013). U2OS GPR55 beta-arrestin-GFP translocation imaging, LPI antagonism; higher % means a stronger effect. inhibition, % at 10 µM, or IC50 in µM where a hit was titrated. 0.13% of 290,000 active;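 active = spots per cell inhibited over 60%, with over 100 cells counted and total cytoplasm intensity under 500,000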;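 also: U2OS cells stably carrying GPR55 and arrestin-GFP stimulated by 5 µM LPI near EC80; imaged beta-arrestin-GFP aggregate spots per cell after agonist stimulation; plate controls were LPI-stimulated DMSO wells for no effect and DMSO wells without LPI for full effect; some results filed as inactive read as strong as hits; confirmed hits need IC50 under 10 µM and bright autofluorescent wells are also inconclusive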
# Salmonella PhoP GFP: inhibitors of PhoP regulon expression, primary screen, Salmonella Typhimurium, GFP reporter (AID 1863) | inhibition, % at 50 µM, or IC50 in µM where a hit was titrated | S. Typhimurium PhoP-regulated promoter GFP reporter, 4 h; higher % means a stronger effect | 0.16% of 300,000 active;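 active = inhibition over 29.93%, a cutoff 3 SD above the screen mean, later confirmed by dose response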;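 also: 0% = low Mg2+ inducing control and 100% = high Mg2+ repressing control; strong numbers were not always called active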
# T cell HTS vesicle-bound %: further read-out of T cell HTS, marked with its call; double positive events, %; measured here: CD8+ vesicle-bound cell fraction;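 binding gate set so that unloaded-vesicle control wells show 10% double positive cells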
# NTR1 ag cell count 20 µM: further read-out of NTR1 ag, marked with its call; cell count; measured here: cell count, cytotoxicity flag
# Active calls of the source: *; i = inactive; / = not tested or not shown; [ ] = remark or other dose. Rows are unselected; 0.62% or so of the library scored in one or more.
SMILES | GPR55 activation | KOR beta-arrestin-1 | T cell HTS | T cell HTS vesicle-bound % | KOR beta-arrestin-2 | GPR35 antagonists | West Nile virus CPE | NTR1 ag | NTR1 ag cell count 20 µM | GPR55 LPI antagonism | Salmonella PhoP GFP
Fc1ccc(COc2ccc(Br)cc2CNCc2ccncc2)cc1 | -0.1% | 8.0% | i | 12.8 | 0.5% | -8.7% | 0.0% | 3.6 | 54 | 12.8% | 9.0%
CCOC(=O)c1ccc(NC(=O)C(C)Sc2nc(O)c(-c3ccccc3)c(=O)[nH]2)cc1 (stereo unspecified) | 0.2% | -0.1% | i | 64.2 | 0.3% | -13.1% | -0.3% | 4.0 | 43 | -1.1% | -6.5%
COc1ccc(S(=O)(=O)N(C)C2CCS(=O)(=O)C2)cc1OC (stereo unspecified) | -0.1% | -15.5% | i | 43.0 | -1.5% | 4.7% | -0.2% | -0.6 | 58 | -3.8% | -13.3%
COc1ccc(CCNC(=O)Cc2cccs2)cc1 | -0.2% | -22.0% | i | 35.3 | 0.1% | 7.4% | -0.3% | 1.9 | 36 | 4.1% | 1.4%
O=c1cc(CN2CCOCC2)c2c(ccc3ccccc32)o1 | -0.4% | 15.9% | i | 26.5 | 7.4% | -0.9% | -0.2% | 0.1 | 83 | -10.7% | 4.2%
Cc1nnc(NC(=O)c2cccc(S(=O)(=O)N3CCCC3)c2)s1 | -0.1% | -12.8% | i | 69.8 | 4.2% | 8.2% | -0.3% | 1.1 | 72 | -9.4% | 2.8%
CNC(=O)Nc1ccc2snnc2c1 | -0.1% | -56.4% | i | 11.1 | 6.2% | -1.7% | 0.2% | -1.0 | 65 | -7.5% | 4.5%
O=C(O)CCCNC(=O)c1cccc(C(=O)NCCCC(=O)O)n1 | -0.5% | -8.0% | i | 51.0 | 3.2% | 11.8% | 0.3% | -1.3 | 41 | -8.8% | -12.6%
CCOc1ccc(OCc2ccc(C(=O)N3CCCCC3)o2)cc1 | -0.1% | -3.3% | i | 56.2 | -4.2% | 8.3% | -1.3% | 0.7 | 46 | 18.5% | 4.3%
O=C1C=C(OCc2ccccc2)CN1 | 0.0% | -12.8% | i | 28.3 | 3.2% | -3.0% | 0.8% | / | / | 20.2% | 25.4%
CC(C)CC(NC(=O)C1CCC(C)CC1)C(=O)NCc1ccco1 (stereo unspecified) | 0.5% | -4.2% | i | 17.0 | -3.4% | -18.6% | -0.9% | 0.7 | 68 | 11.5% | -3.6%
CC(C)N1CCN(Cc2ccc(C#CC(C)(C)O)cc2)CC1CCO (stereo unspecified) | -0.2% | -9.2%[20 µM] | i | 60.0 | / | -6.2% | 0.5% | -2.1 | 60 | 9.6% | -6.7%
COC(=O)C(NC(=O)CCc1c(C)nc2ncnn2c1C)C(C)C (stereo unspecified) | -0.4% | -22.2% | i | 25.4 | 2.6% | 16.5% | 1.0% | -0.7 | 82 | 3.4% | -5.7%
COc1nc2ccccc2nc1OC | 1.1% | -12.7% | i | 40.8 | -0.2% | 14.1% | / | 0.6 | 48 | 10.5% | -6.0%
COC(=O)c1cc(S(=O)(=O)N2CCN(c3cc(C)ccc3C)CC2)c[nH]1 | 0.6% | 5.0%[20 µM] | i | 14.5 | -1.7% | 0.9% | 0.2% | -0.7 | 91 | 9.7% | /
CC(=O)c1ccc(OC(=O)c2nc(-c3ccccc3)oc2C)cc1 | 0.4% | -0.5% | i | 33.5 | -1.7% | -7.2% | -0.1% | 9.2 | 52 | -4.5% | 6.3%
O=C(Cc1c[nH]c2ccccc12)N1CCc2ccccc21 | -0.2% | 23.8% | i | 62.4 | -1.0% | 13.9% | -0.5% | -1.1 | 54 | -4.1% | -5.0%
CCN(CC)c1ncnc2c1sc1nc(C)cc(C)c12 | -0.2% | -19.5% | i | 43.7 | 3.4% | 4.0% | 2.0% | 0.9 | 109 | 18.5% | -1.8%
O=C(COC(=O)c1ccco1)c1ccc(S(=O)(=O)N2CCCCC2)cc1 | -0.1% | 8.1% | i | 17.8 | -5.4% | -9.4% | -0.5% | 0.2 | 69 | 9.7% | -7.5%
Cc1nc2ncnn2c(C)c1CCC(=O)NCCc1ccccc1 | 0.2% | -43.3% | i | 12.5 | 5.6% | 10.3% | 0.0% | -2.0 | 85 | 5.0% | -4.5%
COCCNC(=S)N1CCC(c2nc(-c3ccc(F)cc3)no2)CC1 | -0.1% | 12.8%[20 µM] | i | 35.7 | / | 8.2% | -1.6% | 2.1 | 53 | -6.4% | -3.4%
CCOc1cc(C2/C(=C(\O)c3cc(C)ccc3C)C(=O)C(=O)N2CCN(C)C)ccc1O (stereo unspecified) | -0.1% | 29.1% | i | 29.4 | 6.6% | 2.1% | -0.2% | 2.2 | 48 | -3.8% | -1.2%
O=C(CC(c1ccccc1O)N1CCCCC1)N1CCCCC1 (stereo unspecified) | -0.1% | -9.0% | i | 37.4 | 1.9% | 12.3% | 0.3% | -1.2 | 96 | 20.3% | -3.4%
Cc1ccc(C)c(NC(=O)C2C(c3ccccc3)C2(Cl)Cl)c1 (stereo unspecified) | 0.0% | -5.0% | i | 14.7 | -0.8% | 10.9% | -0.8% | 0.3 | 49 | -8.7% | -3.8%
CCCOc1ccc(Cc2c(O)nc(SC)[nH]c2=O)cc1C | -0.3% | -42.9%[20 µM] | i | 54.0 | 5.6% | -1.1% | -0.1% | -2.1 | 63 | -10.5% | -7.8%
O=C(O)C1C2CCC(O2)C1C(=O)Nc1ccc(OC(F)F)cc1 (stereo unspecified) | -0.1% | -1.4% | i | 61.2 | -2.6% | 11.1% | -0.4% | 0.1 | 77 | -10.2% | -0.4%
CC(C)c1ccc(NC(=O)C2C3C=CC4(CN(CCCN5CCOCC5)C(=O)C24)O3)cc1 (stereo unspecified) | -0.1% | -8.5% | i | 25.0 | 0.5% | -5.4% | 0.4% | -3.8 | 77 | -4.6% | 0.8%
Cc1cc(C)c2[nH]c(C(=O)N3CCC(n4nccc4NC(=O)C4CC4)CC3)c(C)c2c1 | -0.1% | 11.6% | i | 9.6 | -4.0% | -3.8% | -0.7% | 0.1 | 64 | 0.4% | -4.2%
COc1ccccc1CN1CC(C(=O)N2CCCCCCC2)CCC1=O (stereo unspecified) | -0.1% | -2.3% | i | 32.1 | -1.1% | -6.4% | -0.6% | 0.6 | 60 | -17.3% | 1.5%
CCn1cc(S(=O)(=O)c2ccc(Cl)cc2)c(=O)c2cc(OC)ccc21 | -0.1% | -22.2% | i | 43.3 | 1.7% | 13.9% | -0.5% | 0.7 | 68 | 13.4% | -5.8%
Cc1ccc(S(=O)(=O)NCC(=O)OC(C(=O)c2ccccc2)c2ccccc2)cc1 (stereo unspecified) | -0.1% | -17.5% | i | 58.1 | 9.0% | 5.2% | 0.6% | 0.2 | 78 | 8.2% | 2.7%
O=C(NCCn1cccn1)c1ccc(OC2CCN(CCc3ccccc3)CC2)cc1 | 0.4% | -8.0% | i | 34.5 | -3.4% | 5.5% | 0.4% | 0.2 | 60 | 11.1% | -7.0%
Cc1ccccc1Nc1nnc(SCC(=O)Nc2ncc(C(F)(F)F)cc2Cl)s1 | 0.4% | 27.3% | i | 57.8 | -1.8% | 0.8% | -1.1% | 2.6 | 76 | -14.0% | 2.1%
CCC(c1nnnn1C1CCCC1)N1CCN(C(=O)c2ccco2)CC1 (stereo unspecified) | -0.2% | 5.1% | i | 19.5 | 22.3% | -4.5% | 0.7% | 0.0 | 63 | 2.5% | -10.4%
S=C(NCc1cccc(Cl)c1)NC1CCCCC1 | -0.1% | -41.6% | i | 34.3 | -1.0% | 17.8% | -1.8% | -0.3 | 43 | 8.3% | 11.8%
CCOC(=O)C1=C(CN2CC(C)CC(C)C2)NC(=O)NC1c1ccc2c(c1)OCO2 (stereo unspecified) | -0.3% | -15.0% | i | 37.3 | -2.2% | 17.1% | / | 6.8 | 53 | -2.8% | 6.6%
CCC(C)c1ccc(NC(=O)C2CCCN(c3ncccn3)C2)cc1 (stereo unspecified) | 0.0% | -16.9% | i | 31.6 | -3.6% | 15.8% | 2.4% | 0.8 | 62 | -7.8% | 0.0%
CCc1nnc(SCC(=O)Nc2ccc(C(C)=O)cc2)nc1CC | -0.1% | 10.7% | i | 51.6 | 4.7% | -3.1% | 0.4% | 1.1 | 31 | -3.8% | 3.1%
CCOC(=O)c1ccccc1NC(=O)COC(=O)CSC(C)C(=O)Nc1cc(C)on1 (stereo unspecified) | -0.1% | 25.2% | i | 53.0 | -3.3% | -2.7% | 0.1% | 1.6 | 70 | 13.9% | -7.8%
Cc1cc(C(=O)Nc2sc3c(c2C#N)CCC3)no1 | -0.1% | -6.8% | i | 11.4 | -1.1% | -9.4% | 0.1% | 0.5 | 58 | 5.5% | -3.0%
CCOCCCNC(=S)N(CCN(CC)CC)Cc1cc2cc3c(cc2[nH]c1=O)OCCO3 | -0.2% | -17.1%[20 µM] | i | 38.7 | -5.3% | -3.5% | 0.0% | -0.2 | 56 | -4.9% | -3.9%
CCc1nnc(/N=C/c2c(O)n(-c3ccc(Cl)cn3)c(=O)c3ccccc23)s1 | -0.2% | 7.1% | i | 38.7 | 0.2% | -1.3% | -0.7% | 0.4 | 50 | 11.6% | 26.4%

# Complete entries from above. Values in the order: GPR55 activation	KOR beta-arrestin-1	T cell HTS	T cell HTS vesicle-bound %	KOR beta-arrestin-2	GPR35 antagonists	West Nile virus CPE	NTR1 ag	NTR1 ag cell count 20 µM	GPR55 LPI antagonism	Salmonella PhoP GFP
# Listed for `O=C(O)C1C2CCC(O2)C1C(=O)Nc1ccc(OC(F)F)cc1` (stereo unspecified) → -0.1%	-1.4%	i	61.2	-2.6%	11.1%	-0.4%	0.1	77	-10.2%	-0.4%
# Listed for `Cc1ccccc1Nc1nnc(SCC(=O)Nc2ncc(C(F)(F)F)cc2Cl)s1` → 0.4%	27.3%	i	57.8	-1.8%	0.8%	-1.1%	2.6	76	-14.0%	2.1%
# Listed for `CCc1nnc(SCC(=O)Nc2ccc(C(C)=O)cc2)nc1CC` → -0.1%	10.7%	i	51.6	4.7%	-3.1%	0.4%	1.1	31	-3.8%	3.1%
# Listed for `S=C(NCc1cccc(Cl)c1)NC1CCCCC1` → -0.1%	-41.6%	i	34.3	-1.0%	17.8%	-1.8%	-0.3	43	8.3%	11.8%

# Source: PubChem
